High-throughput results: PubChem, Sanford-Burnham Center for Chemical Genomics
TAG inh – reduces triacylglycerol accumulation in H9c2 cells; 230,000 tested, 0.66% active; inhibition, % at 12.5 µM; Nile Red lipid (TAG) fluorescence; cells loaded with 200 µM oleic acid;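 active means pattern-corrected inhibition of lipid staining of at least 50% with the nuclear-stain viability signal not falling by more than 50%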;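 further: 0% = DMSO wells and 100% = triacsin C control wells; some results filed as inactive read as strong as hits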
TAG inh DAPI viability – further read-out of TAG inh, marked with its call; DAPI nuclei signal change (viability), lower = more cytotoxic, %;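 whole-well DAPI fluorescence read on a plate reader as a viability signal; minus 50 percent equals half of cells still viable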
The depositor's hits bear a star. Only part of the results is shown; rates above refer to the full screens.

How did COc1cc(C(=O)OCC(=O)NCc2ccc(F)cc2)cc(NC(=O)c2cccs2)c1OC do in these assays?
TAG inh: -8.4; TAG inh DAPI viability: 10.5

What do the screens show for `O=C(CN1CCN(c2ccc(F)cc2)CC1)Nc1ccccc1C(=O)NCCc1ccccc1`?
TAG inh: 16.9; TAG inh DAPI viability: 9.1

How did O=C(NNc1nc2cc3c(cc2s1)OCO3)c1ccc(F)cc1 do in these assays?
TAG inh: -10.6; TAG inh DAPI viability: -6.1

How did CCN(Cc1ccccc1)S(=O)(=O)c1ccc(C(=O)N(CCCN(C)C)c2nc3ccc(F)cc3s2)cc1 do in these assays?
TAG inh: 3.9; TAG inh DAPI viability: 13.2

How did COCCNC(=O)C1(C)CCCN(C(=O)c2ccccc2)C1 (stereo not given) do in these assays?
TAG inh: 3.5; TAG inh DAPI viability: 3.8

What do the screens show for `CCS(=O)(=O)c1nc(S(=O)(=O)c2ccc(Cl)cc2)c(NCc2ccccn2)s1`?
TAG inh: 4.9; TAG inh DAPI viability: 0.6

Results for CNC(=O)Nc1nnc(C(C)(C)C)s1 ?
TAG inh: 5.2; TAG inh DAPI viability: -7.0

How did O=C(NCCNC(=O)Oc1cccc2ccccc12)Oc1cccc2ccccc12 do in these assays?
TAG inh: 12.4; TAG inh DAPI viability: -13.8

What do the screens show for `CC(=O)c1cccc(CN2CCN(Cc3ccccc3)C(CCO)C2)c1` (stereo not given)?
TAG inh: -5.1; TAG inh DAPI viability: 2.4

How did CCc1ccc(C2(O)CC(C(F)(F)F)=NN2C(=O)Cc2ccc([N+](=O)[O-])cc2)cc1 (stereo not given) do in these assays?
TAG inh: -15.2; TAG inh DAPI viability: 7.6

Results for O=C(c1cccc2cccc(O)c12)N1CCCCC1 ?
TAG inh: 9.7; TAG inh DAPI viability: -4.4

Results for O=C(NC(c1ccc(-c2ccccc2)cc1)c1cnccn1)C1CCN(Cc2cccc(C(F)(F)F)c2)CC1 (stereo not given) ?
TAG inh: -3.2; TAG inh DAPI viability: -0.5

How did O=C(COC(=O)c1cc(S(=O)(=O)Nc2ccccc2Cl)ccc1O)Nc1nc2ccccc2s1 do in these assays?
TAG inh: 3.0; TAG inh DAPI viability: -4.4

How did COc1ccc(NC2=NC(=S)N(c3ccccc3C)C23CCCCC3)cc1 do in these assays?
TAG inh: -32.4; TAG inh DAPI viability: 4.3

How did COc1ccc(C(C(N)=O)c2ncc(C(F)(F)F)cc2Cl)cc1 (stereo not given) do in these assays?
TAG inh: -7.8; TAG inh DAPI viability: -5.5

What do the screens show for `Cc1ccc2nc(SCC(=O)NCc3ccc4c(c3)OCO4)nc(=O)n2c1`?
TAG inh: 16.9; TAG inh DAPI viability: 1.7

Results for O=C(NCCc1ccccc1)c1ccc(NCC2CCCO2)c([N+](=O)[O-])c1 (stereo not given) ?
TAG inh: 7.8; TAG inh DAPI viability: 1.4

What do the screens show for `COc1ccc(NC(C)=O)cc1NC(=O)CSc1nnc(C2CCCCC2)n1N`?
TAG inh: -2.7; TAG inh DAPI viability: 3.9

What do the screens show for `O=C1C=C(c2ccc3ncccc3c2)C[C@@H](c2ccc3c(c2)OCO3)C1`?
TAG inh: -11.2; TAG inh DAPI viability: -14.8

Results for CCCNC(=O)N1CCN(c2nc(C(C)C)c3c(c2C#N)CC(C)(C)OC3)CC1 ?
TAG inh: -6.7; TAG inh DAPI viability: -10.2

What do the screens show for `CC(C)c1ccc(N(CC(=O)NCCSC(C)(C)C)S(C)(=O)=O)cc1`?
TAG inh: 4.0; TAG inh DAPI viability: -1.2

What do the screens show for `O=C(COC(=O)C1CC(=O)N(Cc2ccco2)C1)Nc1ccccc1[N+](=O)[O-]` (stereo not given)?
TAG inh: 6.8; TAG inh DAPI viability: 2.5

How did CCOC(=O)N1CCN(C2CC(=O)N(c3ccc(Cl)c(Cl)c3)C2=O)CC1 (stereo not given) do in these assays?
TAG inh: 4.0; TAG inh DAPI viability: -3.8

What do the screens show for `CCOc1ccc(S(=O)(=O)N2CCCC(C(=O)N3CCCC3)C2)cc1` (stereo not given)?
TAG inh: 0.7; TAG inh DAPI viability: -10.9

How did COc1cccc(-c2nc(CS(=O)CC(=O)O)c(C)o2)c1 (stereo not given) do in these assays?
TAG inh: 6.4; TAG inh DAPI viability: 15.6

What do the screens show for `CC[N+](CC)(CC)CC(=O)Nc1c(C)cccc1C`?
TAG inh: 3.3; TAG inh DAPI viability: 2.7

Results for CC(C)NC(=O)C(=O)NCCN1CCN(C(=O)c2ccc(C(C)(C)C)cc2)CC1 ?
TAG inh: 9.6; TAG inh DAPI viability: -4.5

How did COC(=O)c1ccc(COn2nnc3ccccc32)cc1 do in these assays?
TAG inh: 8.0; TAG inh DAPI viability: 8.0

Results for CCn1c(COc2cccc(C)c2)nc2ccccc21 ?
TAG inh: -15.8; TAG inh DAPI viability: 9.6

What do the screens show for `O=C(Cc1ccccc1)NCCn1ccc2ccccc21`?
TAG inh: -24.3; TAG inh DAPI viability: -0.9

Results for Cc1cccc(-n2ncc3c(NCc4ccco4)ncnc32)c1 ?
TAG inh: 12.2; TAG inh DAPI viability: 2.1

Results for NC(=O)c1cc2ccccc2o/c1=N/NC(=O)c1cccs1 ?
TAG inh: 28.2; TAG inh DAPI viability: 8.0

How did O=C(COc1ccc(F)cc1Br)N1CCN(S(=O)(=O)/C=C/c2ccccc2)CC1 do in these assays?
TAG inh: -8.2; TAG inh DAPI viability: -0.4

Results for CC(c1ccco1)N(C(=O)C12CC3(C)CC(C)(CC(C)(C3)C1)C2)c1ccccn1 (stereo not given) ?
TAG inh: 9.3; TAG inh DAPI viability: -5.9

How did COc1ccc(NC(=S)/N=C(\N)Nc2nc(C)c3ccccc3n2)cc1 do in these assays?
TAG inh: -1.1; TAG inh DAPI viability: 6.4

Results for Cc1ccc(OCC(=O)N/N=C/c2cccn2C)cc1C ?
TAG inh: 0.1; TAG inh DAPI viability: -3.8

Among those listed so far, these contain a CF3 group.
How did CCc1ccc(C2(O)CC(C(F)(F)F)=NN2C(=O)Cc2ccc([N+](=O)[O-])cc2)cc1 (stereo not given) do in these assays?
TAG inh: -15.2; TAG inh DAPI viability: 7.6

Results for O=C(NC(c1ccc(-c2ccccc2)cc1)c1cnccn1)C1CCN(Cc2cccc(C(F)(F)F)c2)CC1 (stereo not given) ?
TAG inh: -3.2; TAG inh DAPI viability: -0.5

How did COc1ccc(C(C(N)=O)c2ncc(C(F)(F)F)cc2Cl)cc1 (stereo not given) do in these assays?
TAG inh: -7.8; TAG inh DAPI viability: -5.5

The list goes on:
How did COc1ccc(Cl)c(OC)c1C(=O)NC(=O)Nc1nc(C)nc(C)n1 do in these assays?
TAG inh: 4.2; TAG inh DAPI viability: 1.8

Results for COC(=O)c1c(N2C(=O)CC(Sc3ccccc3C(=O)O)C2=O)sc2c1CCCC2 (stereo not given) ?
TAG inh: 2.7; TAG inh DAPI viability: -1.8

What do the screens show for `O=C(COC(=O)CNC(=O)c1ccccc1Cl)NC1CCCC1`?
TAG inh: 1.5; TAG inh DAPI viability: -1.2

What do the screens show for `Cc1cc(F)ccc1NCc1ccc([N+](=O)[O-])cc1`?
TAG inh: -5.2; TAG inh DAPI viability: -6.4

What do the screens show for `Cc1ccccc1N1CCN(Cc2nc(Cc3ccccc3)no2)CC1`?
TAG inh: -15.4; TAG inh DAPI viability: 7.4

Results for COc1ccc(-c2cc3nnc(-c4ccccc4)nc3s2)cc1 ?
TAG inh: -2.1; TAG inh DAPI viability: 8.6

How did Cc1ccc(/C(O)=C2/C(=O)C(=O)N(CCN3CCOCC3)C2c2ccccn2)cc1 (stereo not given) do in these assays?
TAG inh: -16.5; TAG inh DAPI viability: -0.7

What do the screens show for `Cc1ccc(S(=O)(=O)NCc2ccc(C(=O)NCCCN3CCC(Cc4ccccc4)CC3)cc2)cc1`?
TAG inh: 7.4; TAG inh DAPI viability: 16.3

How did O=C(Nc1ccccc1C(=O)N1CCOCC1)c1ccc(F)cc1 do in these assays?
TAG inh: -9.0; TAG inh DAPI viability: 2.3

Results for CCOC(=O)c1ccc(-n2cccc2/C=C2\NC(=O)NC2=O)cc1 ?
TAG inh: 17.3; TAG inh DAPI viability: 7.3

What do the screens show for `O=C(COC(=O)c1ccco1)Nc1cc(S(=O)(=O)N2CCCCC2)ccc1Cl`?
TAG inh: -12.3; TAG inh DAPI viability: -0.9

How did COc1ccc(CCN2C(=O)C3C4CC(C5C(C(=O)O)=NOC45)C3C2=O)cc1OC (stereo not given) do in these assays?
TAG inh: -17.9; TAG inh DAPI viability: -2.7

What do the screens show for `CCN(C(=O)c1cccc(NC(=O)c2ccccc2)c1)C1CCCCC1`?
TAG inh: 1.9; TAG inh DAPI viability: -5.5

How did CN(CCc1ccccc1)C(=O)c1ccc(NC(=O)Cc2ccc(NC(=O)C3CCCN(C(=O)c4ccccc4)C3)cc2)cc1 (stereo not given) do in these assays?
TAG inh: 2.2; TAG inh DAPI viability: 8.2

What do the screens show for `CC(C)c1ccc(C(N)=S)cc1`?
TAG inh: -13.9; TAG inh DAPI viability: -4.6

What do the screens show for `COc1ccccc1NC(=O)Nc1nnc(C(C)c2ccccc2)s1` (stereo not given)?
TAG inh: -4.6; TAG inh DAPI viability: 6.7

How did CNC(=O)CSc1nnc(-c2ccccc2F)n1CCc1ccccc1 do in these assays?
TAG inh: -0.3; TAG inh DAPI viability: -1.0

What do the screens show for `Cc1ccc(N(CC(=O)Nc2ccc(S(=O)(=O)N3CCOCC3)cc2)S(C)(=O)=O)cc1C`?
TAG inh: 11.9; TAG inh DAPI viability: -21.4

Results for COc1ccc(C(=O)N2CCCC(c3cc(C(=O)Nc4ccccc4)no3)C2)cc1 (stereo not given) ?
TAG inh: 23.7; TAG inh DAPI viability: 17.2

What do the screens show for `Cc1[nH]n(-c2ccc([N+](=O)[O-])cc2)c(=O)c1C=NCCN1CCN(C(=O)c2cccc(F)c2)CC1`?
TAG inh: -6.3; TAG inh DAPI viability: 21.6

Results for CCc1ccc2nc(-c3cccc(C)c3)nc(SCC(=O)NCC3CCCO3)c2c1 (stereo not given) ?
TAG inh: 46.1; TAG inh DAPI viability: -0.8

Results for C#CCOCCOCCOCCNc1nc(N2CCN(C(=O)Cn3cc(CC(C)O)nn3)CC2)nc(N2CCN(C(=O)[C@H](CCCCN)n3cc(CCC(=O)O)nn3)CC2)n1 (stereo not given in full) ?
TAG inh: -6.3; TAG inh DAPI viability: 12.7

Results for O=C(NCc1ccccn1)c1ccc(Cl)c(S(=O)(=O)NCc2ccccc2)c1 ?
TAG inh: -12.3; TAG inh DAPI viability: 2.4

Results for N#Cc1ccsc1NC(=O)COC(=O)c1cc(Br)ccc1O ?
TAG inh: -5.7; TAG inh DAPI viability: 7.1

Quoted at random: three records from the list
Results for N#Cc1ccsc1NC(=O)COC(=O)c1cc(Br)ccc1O ?
TAG inh: -5.7; TAG inh DAPI viability: 7.1

What do the screens show for `Cc1[nH]n(-c2ccc([N+](=O)[O-])cc2)c(=O)c1C=NCCN1CCN(C(=O)c2cccc(F)c2)CC1`?
TAG inh: -6.3; TAG inh DAPI viability: 21.6

How did CN(CCc1ccccc1)C(=O)c1ccc(NC(=O)Cc2ccc(NC(=O)C3CCCN(C(=O)c4ccccc4)C3)cc2)cc1 (stereo not given) do in these assays?
TAG inh: 2.2; TAG inh DAPI viability: 8.2

(further entries)
How did Cc1noc(C)c1C(=O)NCC1COc2ccccc2O1 (stereo not given) do in these assays?
TAG inh: 12.2; TAG inh DAPI viability: 8.1

Results for COc1cc(C=O)ccc1OCC(=O)Nc1ccccc1N1CCOCC1 ?
TAG inh: -12.3; TAG inh DAPI viability: 3.0

Results for NC(=O)C1CCN(C(=O)COc2ccc3ccccc3c2)CC1 ?
TAG inh: 9.9; TAG inh DAPI viability: 8.6

Results for CC(C)(C)NCC(O)CON=C1c2ccccc2-c2ccccc21 (stereo not given) ?
TAG inh: 18.9; TAG inh DAPI viability: 7.5

Results for CCOc1ccc(NS(=O)(=O)c2cccc(C(=O)N(C)Cc3ccco3)c2)cc1 ?
TAG inh: -6.3; TAG inh DAPI viability: 8.1
